Assay outcomes as filed in PubChem BioAssay.
Apaf1 inhib = inhibitors of human Apaf-1 apoptosome, primary screen, biochemical, DEVD-Rh110 fluorescence, uHTS; Apoptotic protease-activating factor 1 (Homo sapiens), O14727; reconstituted apoptosome caspase-3 activity; inhibition, % at 20 µM; 330,000 compounds, 0.71% hits; AID 489030, 2010; active = inhibition of at least 40% at 20 µM;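 note: plate controls were DMSO wells for no effect and DEVD-CHO caspase inhibitor wells for full effect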
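Material: biochemical Apaf-1 apoptosome reconstitution. Medium: Hepes buffer, pH 7.5. Also added: cytochrome c activation, bis-DEVD rhodamine 110 substrate. Timing: 30 min compound preincubation, 50 min activation, room temperature. Measured by: rhodamine 110 fluorescence at Ex 480/Em 540 nm.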
SENP1 inh = human SENP1 catalytic domain inhibitors, primary screen, biochemical, FRET, uHTS; recombinant SENP1 catalytic domain, CyPet-SUMO1-YPet FRET cleavage; inhibition, % at 10 µM; 360,000 compounds, 0.21% hits;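 active = inhibition at least 30% at 10 µM, raw YFP signal under a set limit, fluorescence ratio 0.5 to 1.5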;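 note: 0% = enzyme with DMSO and 100% = no enzyme wells; some results filed as inactive read as strong as hits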
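Test system: hSENP1 catalytic domain, recombinant; Amount: 20 pM final SENP1 enzyme; Medium: Tris pH 8 buffer plus EDTA, NaCl, BME, BSA, NP40, catalase; Schedule: 50 min enzyme reaction, room temperature, light-protected; Technique: FRET fluorescence in CFP and YFP emission channels; Controls: no-enzyme wells low, DMSO-plus-enzyme wells high control.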
SENP8 block-1 = human SENP8 protease inhibitors, primary screen, biochemical, fluorescence, Nedd8 protein substrate, uHTS | recombinant SENP8 | inhibition, % at 20 µM | 360,000 compounds, 0.64% hits | AID 602440, 2012; in the data active = inhibition mostly above about 40%, no sharp cut-off; inactive = mostly below about 27%
UBC13 inh = UBC13 polyubiquitin chain formation inhibitors, primary screen, biochemical, TR-FRET, uHTS; 330,000 compounds, 0.47% hits; Ubiquitin-conjugating enzyme E2 N (Homo sapiens), P61088; inhibition, % at 20 µM; in the data active = inhibition above about 45%, passing the limit was not always enough
Target sequence (P61088 whole entry, looked up): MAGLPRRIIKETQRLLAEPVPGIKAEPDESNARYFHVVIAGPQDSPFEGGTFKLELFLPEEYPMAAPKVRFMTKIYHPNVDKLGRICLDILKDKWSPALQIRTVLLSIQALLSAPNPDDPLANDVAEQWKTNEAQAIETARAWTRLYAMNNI
APOBEC3G inh = APOBEC3G DNA deaminase inhibitors, primary screen, biochemical, fluorescence, single-stranded DNA substrate, uHTS | DNA dC->dU-editing enzyme APOBEC-3G (Homo sapiens), Q9HC16 | recombinant A3G, ssDNA deamination FAM/TAMRA fluorescence | inhibition, % at 20 µM | 330,000 compounds, 0.28% hits | AID 493012, 2011;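 active = inhibition of at least 40% at 20 µM, with no more than 30% in the related APOBEC3A deaminase screen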;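 note: plate controls were DMSO wells with A3G for no effect and wells lacking A3G enzyme for full effect; some compounds called inactive have numbers as strong as hits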
SENP6 inh = SENP6 protease inhibitors, primary screen, biochemical, luminescence, uHTS | Sentrin-specific protease 6 (Homo sapiens), Q9GZR1 | Recombinant SENP6 catalytic domain, aminoluciferin luminescence | inhibition, % at 10 µM | 330,000 compounds, 1.8% hits | AID 2599, 2010;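 active = inhibition above about 50% at the single tested dose, limit read from the data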;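 note: plate controls were DMSO wells with enzyme for no effect and DMSO wells lacking enzyme for full effect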
Target sequence (Q9GZR1 628-1112 limits assumed): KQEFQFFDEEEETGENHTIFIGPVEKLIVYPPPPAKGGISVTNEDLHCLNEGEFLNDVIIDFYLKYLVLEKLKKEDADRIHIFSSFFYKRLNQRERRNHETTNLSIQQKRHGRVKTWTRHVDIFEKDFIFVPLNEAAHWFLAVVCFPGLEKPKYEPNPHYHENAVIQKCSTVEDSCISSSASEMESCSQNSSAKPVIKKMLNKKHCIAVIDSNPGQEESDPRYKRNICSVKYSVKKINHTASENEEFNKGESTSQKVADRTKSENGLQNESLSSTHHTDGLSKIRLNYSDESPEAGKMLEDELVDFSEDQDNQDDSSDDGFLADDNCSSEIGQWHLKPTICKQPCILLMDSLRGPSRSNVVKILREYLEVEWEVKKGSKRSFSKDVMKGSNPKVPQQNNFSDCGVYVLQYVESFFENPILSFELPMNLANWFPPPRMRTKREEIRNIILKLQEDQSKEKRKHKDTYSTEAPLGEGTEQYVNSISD
SENP8 block-2 = SENP8 protease inhibitors, primary screen, biochemical, luminescence; Sentrin-specific protease 8 (Homo sapiens), Q96LD8; purified SENP8, Z-RLRGG-aminoluciferin cleavage; inhibition, % at 10 µM; 330,000 compounds, 1.2% hits; AID 2540, 2010; in the data active = inhibition above about 50%
SENP7 inh = SENP7 protease inhibitors, primary screen, biochemical, luminescence, uHTS. Sentrin-specific protease 7 (Homo sapiens), Q9BQF6. recombinant SENP7, Z-RLRGG-aminoluciferin luminescence, 40 min. inhibition, % at 5 µM. 330,000 compounds, 1.5% hits. AID 434973, 2010;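 active = inhibition above about 50% at the single test dose, limit read from the data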;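 note: plate controls were DMSO with enzyme for no effect and no enzyme buffer wells for full effect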
Target sequence (Q9BQF6 706-1050 limits assumed): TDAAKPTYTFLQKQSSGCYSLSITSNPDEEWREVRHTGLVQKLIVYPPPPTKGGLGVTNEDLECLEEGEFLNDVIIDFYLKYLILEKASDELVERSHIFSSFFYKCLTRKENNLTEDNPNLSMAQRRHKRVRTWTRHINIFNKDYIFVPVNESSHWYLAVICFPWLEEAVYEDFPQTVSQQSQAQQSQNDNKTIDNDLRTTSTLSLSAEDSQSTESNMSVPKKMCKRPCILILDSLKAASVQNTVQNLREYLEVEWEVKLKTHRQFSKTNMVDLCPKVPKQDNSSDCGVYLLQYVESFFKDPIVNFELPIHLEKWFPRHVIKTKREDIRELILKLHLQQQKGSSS
Numbers without * were called inactive; i = inactive; · = not tested or not shown; & = joins results of further samples.

SMILES	Apaf1 inhib	SENP1 inh	SENP8 block-1	UBC13 inh	APOBEC3G inh	SENP6 inh	SENP8 block-2	SENP7 inh
CC(C)n1c(O)c(N=Nc2ccc(Cl)c(C(=O)O)c2)c2ccccc21	2	10	-3	-23	-3	-24	-5	-7
CCOC(=O)c1cnc2cc(-c3ccc(Br)cc3)nn2c1C	5	-3	-419	20	-3	-15	-4	2
O=[N+]([O-])c1cc([N+](=O)[O-])c(Oc2c(F)cccc2F)cc1NN1CCCCC1	5	2	27	7	-4	-7	10	-4
O=C(CCCN1C(=O)c2ccccc2C1=O)N1CCc2ccccc2C1	-4	0	20	-2	-6	-12	-2	4
CC(=O)c1cccc(NC(=O)CN2CCN(S(=O)(=O)/C=C/c3ccccc3)CC2)c1	-5	1	0	5	-8	-2	11	0
CCc1sc(C(=O)Nc2cccnc2)cc1Br	2	3	14	12	-10	84*	60*	79*
CCC(C)c1ccc(NS(=O)(=O)c2c(C)[nH]c(=O)[nH]c2=O)cc1 (stereo unspecified)	1	1	18	6	-6	-6	-1	1
CCC(=O)N1CCc2cc(-c3csc(NC(=O)c4ccco4)n3)ccc21	19	-15	-78	-10	-5	-18	-13	-8
COc1ccc(OCCCC(=O)OCC(=O)c2ccc3c(c2)NC(=O)CO3)cc1	7	0	2	0	1	-3	13	-3
CCCSc1nc2ccsc2c(=O)n1CC	9	1	12	4	-4	-7	-1	-3
COc1ccccc1C(=O)N/N=C(\C)CC(=O)Nc1ccc(Nc2ccccc2)cc1	10	2	21	3	-12	2	-5	-1
CN(C(=O)CSc1nc2ccccc2c(=O)n1-c1ccc(F)cc1F)C1CCS(=O)(=O)C1 (stereo unspecified)	17	3	-5	-3	-5	-13	-10	-5
Nn1c(SCC(=O)N2CCCCC2)nnc1-c1ccncc1	-1	1	15	-3	-6	-17	-11	-11
COc1ccc(-n2cc(-c3ccccc3)[nH]c2=S)c(OC)c1	8	3	-11	-3	-9	-8	-8	2
O=C(CN1CCCCC1)c1c[nH]c2ccccc12	-7	-1	32	-5	-5	-10	-13	-10
COc1ccc(-c2nc(CS(=O)CC(=O)N3CCOCC3)c(C)o2)cc1OC (stereo unspecified)	-2	1	5	-8	-6	3	-8	-13
CCCCOc1ccc(C(=O)N=c2sccn2C)cc1OC	5	-5	-303	2	-5	-5	-1	0
OCCNCCCCOc1ccc(F)cc1	-11	3	-6	7	-4	-22	-2	-3
O=C(c1ccc(Cl)c(Cl)c1)N1CCN(Cc2ccc3c(c2)OCO3)CC1	11	1	5	-1	-9	5	-3	7
Cn1c(=O)c2ccccc2n(CC(=O)N2CCCc3ccccc32)c1=O	1	0	7	-2	-6	-14	-7	-7
Cc1ccc(C(=O)CCc2ccc(N)cc2)cc1	4	3	1	2	-4	-14	0	7
COc1ccc2[nH]c(C(=O)O)c(CCN3C(=O)c4ccc(C(=O)O)cc4C3=O)c2c1	2	1	-15	2	-5	-14	7	4
CN(C)C(/C=C/Nc1ccc(C#N)cc1)=C(C#N)C#N	-4	-8	22	-3	3	-2	1	100*
COc1cc(C2C(C#N)=C(N)Oc3c2oc(CO)cc3=O)cc(OC)c1OC (stereo unspecified)	-2	-2	-3	2	1	4	3	9
O=C(NCc1cccnc1)C1CCCN(S(=O)(=O)c2ccc(Br)cc2)C1 (stereo unspecified)	7	3	18	-2	-3	-1	2	0
COc1ccc(CN2[C@@H](CC(=O)O)c3ccc(C(F)(F)F)cc3S2(=O)=O)cc1	7	·	·	-5	-1	-4	-1	2
Cc1ccc(/C=C/C(=O)N2CCN(S(=O)(=O)c3c(C)c(C)cc(C)c3C)CC2)o1	27	-15	7	-5	-7	-10	-9	-11
CC1CC(C)CN(C(=O)COC(=O)COc2ccc(C#N)cc2)C1 (stereo unspecified)	1	0	13	-3	19	-22	-2	7
COc1cc(CO)cc(-c2cc(CO)cc(OC)c2OC)c1OC	-3	3	10	-3	-5	-1	12	0
CC1Cc2nc(SCC(=O)NCc3ccccc3)n(Cc3ccccc3)c(=O)c2S1 (stereo unspecified)	15	4	6	13	0	9	-1	-3
COc1ccc(/C=C(\NC(=O)c2ccc(OC)c(OC)c2)C(=O)NCCc2c[nH]c3ccccc23)cc1	2	-4	1	3	-5	-10	6	7
COc1ccc(NC(=S)NCCc2ccc(S(N)(=O)=O)cc2)c(OC)c1	0	2	-1	-4	-2	-4	1	-2
NC(=O)C1CCN(C(=O)CCC(=O)c2cccs2)CC1	-1	1	0	11	-2	-1	4	7
COc1ccc(CC(=O)OCC(=O)NC2CCCCCC2)cc1OC	7	1	6	2	-10	-13	7	1
C=CCn1c(-c2ccc(OC)cc2)csc1=Nc1c(C)n(C)n(-c2ccccc2)c1=O	6	2	20	1	-5	-14	1	-1
Cc1ccc2c(c1)cc(CN(Cc1cccs1)C(=O)c1ccco1)c1nnnn12	20	-1	21	4	-3	8	2	1
CN1CC(=O)N(C)c2ncn(Cc3ccccc3)c2C1=O	3	2	4	-4	-1	-7	1	6
COCCn1cc(C(=O)NCCCN2CCC(C)CC2)c2c3ccccc3n(C)c2c1=O	-6	-4	-291	31	-6	14	4	2
Cc1sc2ncnc(N3CCC(C(=O)Nc4ccc(OC(F)F)c(Cl)c4)CC3)c2c1C	15	1	-2	5	-1	-9	-4	-2
O=C(CSc1nc(-c2ccccc2)cs1)NCc1ccco1	8	2	9	0	-4	-23	-17	-13

Continued, starting with the last three of the part before.
SMILES	Apaf1 inhib	SENP1 inh	SENP8 block-1	UBC13 inh	APOBEC3G inh	SENP6 inh	SENP8 block-2	SENP7 inh
COCCn1cc(C(=O)NCCCN2CCC(C)CC2)c2c3ccccc3n(C)c2c1=O	-6	-4	-291	31	-6	14	4	2
Cc1sc2ncnc(N3CCC(C(=O)Nc4ccc(OC(F)F)c(Cl)c4)CC3)c2c1C	15	1	-2	5	-1	-9	-4	-2
O=C(CSc1nc(-c2ccccc2)cs1)NCc1ccco1	8	2	9	0	-4	-23	-17	-13
O=S(=O)(Nc1ccncc1)c1ccc(Cl)cc1	0	2	16	-4	0	-9	3	7
O=C1N[C@@H](Cc2c[nH]c3ccccc23)COC(=O)[C@H](Cc2ccc(F)cc2)C/C=C\C[C@H]1CC(=O)N(CCO)Cc1ccccc1	32	-2	5	-3	17	17	-10	14
O=C(COC(=O)c1cccs1)c1ccc2c(c1)OCCO2	6	3	14	1	3	95*	80*	14
COc1cc(OC)c(C2=NOC(C(=O)Nc3ccc4c(c3)OCO4)C2)cc1Cl (stereo unspecified)	-14	2	14	13	-13	-12	1	3
CCCn1nnnc1COc1ccc(C(N)=O)cc1	1	0	23	-2	-6	-18	-3	-6
CCC(C)Sc1cc(-c2nc3cc(C)ccn3c2NC2CCCCC2)ccc1OC (stereo unspecified)	35	30&27	i	27	-4	0	4	-8
Cc1ccc(NC(=O)/C(=C\c2cccc([N+](=O)[O-])c2)NC(=O)c2cccs2)cc1	4	2	5	1	-7	-8	-7	-1
COCCCN1C(=O)/C(=C\c2cccs2)C(C(=O)OC)=C1C	-8	3	29	-22	1	-11	-9	-12
CCOC(=O)C1CCCN(S(=O)(=O)c2c(C(=O)N3CCCCC3)c(C)n(C)c2C)C1 (stereo unspecified)	-9	-3	11	-2	-3	1	4	8
COc1ccc(C)cc1NC(=O)C(NCC(O)c1ccccc1)c1ccccc1 (stereo unspecified)	8	2	20	12	0	-6	4	-4
Cc1cccc(-[n+]2c(-c3cccc(Br)c3)[nH]c3nc4ccccc4nc32)c1	17	-4	-430	28	0	0	-6	11
CCN(CC(F)(F)C(F)F)S(=O)(=O)c1ccc(NC(=O)OC)cc1	6	2	13	-4	-4	4	-17	-3
O=C(Cc1cc(=O)[nH]c(=O)[nH]1)N1CCC(Cc2ccccc2)CC1	1	1	16	3	-11	-23	8	6
CN(C)c1cc(-c2ccc(Cl)cc2)oc(=O)c1Cl	9	-1	7	-7	16	-6	7	8
Cc1cc(C)c2sc(NC(=O)C3CC3)nc2c1	15	0	-13	17	3	1	-8	4
CCN(CC)CCN(C)C(=O)CCc1nnc(-c2ccc(C)s2)o1	-4	0	-1	6	-3	-10	1	-6
COCCCNS(=O)(=O)c1ccc(C)cc1	-7	0	11	2	-9	-1	4	-4
Cc1ccc(NC(=O)NC2CCCCCCC2)c(C)c1	1	-1	2	-3	-2	-2	-1	-3
CCNC(=S)Nc1cccc(F)c1C	-8	0	13	4	-6	-6	6	-2
Cn1c(=O)c2c(SCC(=O)c3ccccc3)nc(C3CC3)nc2n(C)c1=O	19	1	13	0	-3	4	-7	-6

4 entries from above, ordered by their value in SENP6 inh, highest first.
canonical_smiles,SENP6 inh
O=C1N[C@@H](Cc2c[nH]c3ccccc23)COC(=O)[C@H](Cc2ccc(F)cc2)C/C=C\C[C@H]1CC(=O)N(CCO)Cc1ccccc1,17
Cn1c(=O)c2c(SCC(=O)c3ccccc3)nc(C3CC3)nc2n(C)c1=O,4
O=S(=O)(Nc1ccncc1)c1ccc(Cl)cc1,-9
O=C(Cc1cc(=O)[nH]c(=O)[nH]1)N1CCC(Cc2ccccc2)CC1,-23

Remaining list, next part
SMILES	Apaf1 inhib	SENP1 inh	SENP8 block-1	UBC13 inh	APOBEC3G inh	SENP6 inh	SENP8 block-2	SENP7 inh
CCCCn1c(=O)c2ccccc2n2c(=S)[nH]nc12	6	0	7	1	40*	27	31	1
CC(C)c1ccc(S(=O)(=O)N2CCN(C(=O)CN3C(=O)NC4(CCCC4)C3=O)CC2)cc1	4	-4	17	-5	-1	-10	-6	-4
Cc1cc(F)ccc1NC(=O)C1CSC2(C)CCC(=O)N12 (stereo unspecified)	3	2	12	-3	-8	2	-8	-7
Cc1cc(-n2c(C)cc(C(=O)CSc3ccccn3)c2C)no1	-1	-3	-11	5	-6	1	9	-2
CC1CCCCC1NC(=O)CN1CCC(O)(c2ccc3c(c2)OCO3)CC1 (stereo unspecified)	-29	1	12	-5	-11	8	0	9
CC(C)(C)c1ccc(NC(=O)c2c(F)cccc2Cl)cc1	2	1	-8	-4	14	-7	-3	2
Cc1noc(C)c1C(=O)OCC(=O)Nc1ncc(Cl)c(C)c1Cl	-1	0	13	0	6	-2	4	-4
C=CCn1cnnc1SCC(=O)NCC1COc2ccccc2O1 (stereo unspecified)	5	0	5	7	-10	-14	-3	6
Cc1ccc(N(CC(=O)NCCSCc2ccco2)S(=O)(=O)c2ccc(F)cc2)cc1	5	-2	4	7	-2	-11	3	1
O=C(CCCCCNC(=O)c1ccccc1)N/N=C/c1ccc(F)cc1	1	1	2	-2	1	1	3	7
CCOC(=O)c1nnc(-c2cccs2)nc1Oc1ccccc1C(=O)OC	-8	1	23	0	-2	-12	-10	6
COc1ccc(CNC(=O)C2CC(=O)N(C3CCCCC3)C2)cc1 (stereo unspecified)	10	3	-2	1	-3	-10	1	6
S=C(NCCC(c1ccccc1)c1ccccc1)Nc1ccc(Cl)cc1	-2	3	13	0	-3	-8	-1	-4
COc1ccc(OCCOC(=O)c2ccc(F)c(S(=O)(=O)N3CCOCC3)c2)cc1	6	0	7	7	-4	-7	1	1
CCOC(=O)CNC(=O)CSc1nnc(-c2ccco2)n1N	11	-2	7	-14	-8	3	-3	-9
COC(=O)c1c(NC(=O)CSc2nncs2)sc2c1CCCCC2	9	-1	4	12	-3	-20	1	-6
